# High-throughput results as filed in PubChem.
# Glyco luc inh: increase of ERlucT glycosylation luciferase signal, primary screen, N-linked glycosylation inhibitor project, D54 ERlucT cells, luminescence, set 2 | D54 ERlucT glycosylation luciferase reporter, 24 h; percent of 100 nM tunicamycin response | reporter increase, % at 12.5 µM | hit rate 0.23% among 360,000;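 active means mean luciferase reporter signal, scaled so untreated is 0 and the glycosylation-blocking control 100, at or above a set limit in every replicate; inconclusive means mean reaches the limit but not every replicate does; inactive means mean below the limit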;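 further: luciferase carries N-glycosylation sites so blocking glycosylation raises the light; 0% = median of neutral control wells and 100% = median of 100 nM tunicamycin wells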
# Vif inh: HIV Vif self-association inhibitors, primary screen, imaging, HEK293T, single point. HEK293T cells, Vif self-association by quenched fluorescence, 24 h. inhibition, % at 7.49 µM. hit rate 0.35% among 340,000. AID 602346, 2012; in the data active means inhibition above about 50%, passing the limit was not always enough; inconclusive means no clear call, values can overlap the other calls; inactive means below about 31%; further: some results filed as inactive read as strong as hits
# Granule exo inh: LAMP-1 surface exposure blockers, TALL-104 cells – cell-based, flow cytometry, MLPCN library, primary screen | TALL-104 LAMP-1 surface exposure; cells stimulated with thapsigargin and PMA | inhibition, % at 10 µM | hit rate 0.66% among 360,000 | AID 651702, 2012;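 active means inhibition above about 55%, limit read from the data; inconclusive means no clear call, values can overlap the other calls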
# MC4R ag barr: MC4R agonists recruiting beta-arrestin, primary screen, cell-based, luminescence, agonist arm of biased-ligand search. hit rate 0.98% among 360,000. activation, % at 8.9 µM. Melanocortin receptor 4 (Homo sapiens), P32245. U2OS MC4R beta-arrestin complementation; percent of melanotan II response, DMSO zero;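 active means activation above a per-plate cutoff, the mean activation of sample wells on that plate plus 3 SD, cut at about 8% in these data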
# Target sequence (P32245 whole entry, looked up): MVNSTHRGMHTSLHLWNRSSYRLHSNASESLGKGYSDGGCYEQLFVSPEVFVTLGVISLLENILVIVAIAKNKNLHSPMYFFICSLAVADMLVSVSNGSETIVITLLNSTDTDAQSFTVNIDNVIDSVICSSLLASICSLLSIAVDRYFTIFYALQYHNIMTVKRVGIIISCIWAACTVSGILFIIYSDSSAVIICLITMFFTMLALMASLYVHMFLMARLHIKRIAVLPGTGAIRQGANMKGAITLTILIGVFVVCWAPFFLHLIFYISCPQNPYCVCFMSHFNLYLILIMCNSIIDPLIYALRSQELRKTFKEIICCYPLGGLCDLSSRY
# ABCB6 inh 2: ABCB6 transporter inhibitors, primary screen, K562-ABCB6 cells, flow cytometry, MLPCN library | ATP-binding cassette sub-family B member 6 (Homo sapiens), Q9NP58 | K562-ABCB6 porphyrin accumulation, 1 h; hits give low values | fluorescence ratio to DMSO, % at 10 µM | hit rate 0.19% among 360,000;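 active means fluorescence ratio to DMSO below 75%, the collection mean minus 3 SD; inconclusive means too few cells collected in the well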;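 further: signal is porphyrin accumulated inside mitochondria; 100% equals median channel fluorescence of DMSO control wells; lower ratio means ABCB6 inhibition with less porphyrin fluorescence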
# TLR9-MyD88 inh: inhibitors of TLR9-MyD88 association in cells, primary screen, cell-based, CHO, BLA complementation, fluorescence. Toll-like receptor 9 (Homo sapiens) + Myeloid differentiation primary response protein …. CCF4 FRET ratio. inhibition, % at 4.98 µM. hit rate 0.21% among 340,000. AID 504734, 2011;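 active means inhibition above the mean over all tested compounds plus 3 SD, cut at about 21% in these data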;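 further: 0% = DMSO only wells and 100% = clavulanate BLA inhibitor control wells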
# aDG glyco act: activators of alpha-DG glycosylation, primary screen, uHTS, Pro5-aDG cells, AlphaScreen; hit rate 0.22% among 360,000; AID 624168, 2012; activation, % at 10 µM; alpha-DG glycosylation AlphaScreen (IIH6); 0% Pro5, 100% B10-LARGE cell signal;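 active means activation of at least 8% versus controls, or a plate z-score of at least 8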;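 further: Pro5 are CHO cells carrying HIG-tagged alpha-DG that lacks glycosylation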
# NOD2 RIPK2 PPI: NOD2-RIPK2 binding disruptors in cells, primary screen, fluorescence, CHO cells, BLA complementation. Receptor-interacting serine/threonine-protein kinase 2 (Homo sapiens), O43353. hit rate 0.38% among 360,000. CCF4 ratio. inhibition, % at 4.98 µM; in the data active means inhibition above about 21%;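 further: 0% = vehicle only and 100% = reference blocker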
# Target sequence (O43353 whole entry, looked up): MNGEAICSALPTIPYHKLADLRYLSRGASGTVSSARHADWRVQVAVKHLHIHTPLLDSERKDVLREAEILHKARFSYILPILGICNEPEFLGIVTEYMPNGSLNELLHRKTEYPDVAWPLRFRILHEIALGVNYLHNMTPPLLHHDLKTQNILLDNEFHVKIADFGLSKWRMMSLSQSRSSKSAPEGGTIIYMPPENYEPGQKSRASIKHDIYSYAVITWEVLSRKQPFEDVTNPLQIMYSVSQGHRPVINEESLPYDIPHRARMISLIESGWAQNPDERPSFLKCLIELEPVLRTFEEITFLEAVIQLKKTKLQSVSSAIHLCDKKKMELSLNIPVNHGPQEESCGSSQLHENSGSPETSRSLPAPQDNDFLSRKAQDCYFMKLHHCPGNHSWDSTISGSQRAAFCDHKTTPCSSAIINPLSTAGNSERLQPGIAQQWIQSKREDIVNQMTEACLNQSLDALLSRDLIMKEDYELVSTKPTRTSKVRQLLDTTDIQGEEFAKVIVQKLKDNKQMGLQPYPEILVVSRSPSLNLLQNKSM
# MC4R antagonist: MC4R antagonists of cAMP signaling, primary screen, cell-based, TR-FRET, antagonist arm of biased-ligand search; Melanocortin receptor 4 (Homo sapiens), P32245; MC4R-expressing cells, MTII-stimulated cAMP, LANCE TR-FRET; inhibition, % at 6.5 µM; hit rate 0.48% among 360,000; AID 540295, 2011;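 active means inhibition above its plate's cutoff, the mean of tested wells on that plate plus 3 SD, cut at about 29% in these data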;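 further: 0% = Melanotan II alone and 100% = Melanotan II plus saturating MCL0020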
#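 System – human MC4R-expressing U2OS cells · Also added – Melanotan II · Dosing – one concentration, 6.5 µM nominal · Timing – 30-min compound, 1-h challenge, 1-h detection, room temperature · Measured by – Eu-cAMP/anti-cAMP TR-FRET, emission 671 nm · Replicates – singlicate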
# ABHD5 PLIN5 PPI: ABHD5-PLIN5 interaction inhibitors, primary screen, cell lysate, split luciferase complementation, luminescence; Perilipin-5 (Homo sapiens) + 1-acylglycerol-3-phosphate O-acyltransferase ABHD5 (Homo …; inhibition, % at 4 µM; Split G. princeps luciferase complementation, 4 h; hit rate 0.78% among 360,000;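 active means inhibition above the mean inhibition across every tested compound plus 3 SD, cut at about 22% in these data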;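 further: 0% = DMSO only wells and the 100% control is not disclosed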
# * marks the source's active call; other numbers are inactive results; ? = inconclusive; / = no result given. Only part of the results is shown; the hit share may differ from the screen's.
SMILES,Glyco luc inh,Vif inh,Granule exo inh,MC4R ag barr,ABCB6 inh 2,TLR9-MyD88 inh,aDG glyco act,NOD2 RIPK2 PPI,MC4R antagonist,ABHD5 PLIN5 PPI
COc1ccc(N2C(=O)CC(=O)NC2=O)cc1,2,5,-3,0.2,95,2,-0.2,-6,7,22*
CN1C(=O)N(C)C(=O)C(CCc2ccncc2)(Cc2ccc3c(c2)OCO3)C1=O,1,-2,-2,0.7,103,1,0.0,-5,9,3
Cc1cc(C)cc(NC(=O)CCNC(=O)N2C[C@H]3C[C@@H](C2)c2cccc(=O)n2C3)c1,-1,7,4,1.2,100,-1,-0.1,-1,17,-1
Cc1ccc(N2C(=O)NC(=O)/C(=C\c3cccn3C(C)(C)C)C2=O)cc1,0,7,-2,2.2,103,4,0.2,-6,14,2
c1ccc2oc(-c3ccc4c(c3)CNCc3cnnn3-4)cc2c1,0,11,0,/,100,/,0.0,-5,/,5
C/C(=N/OC(=O)N(C)C)c1ncc(C(F)(F)F)cc1N1CCOCC1,2,/,2,-2.9,114,-6,-0.1,-3,-2,2
CCCn1c(C(=O)c2ccc(OC)cc2)nc2ccccc21,-2,-2,0,-2.1,101,-1,0.7,3,4,-6
CCN(CC)CCOC(=O)c1ccc(N=Cc2c(O)[nH]c(=O)[nH]c2=O)cc1,-4,/,4,-1.9,96,-1,0.2,-3,-6,8
C=CCn1c(O)c(C(C)=Nc2ccc(N(CC)CC)cc2)c(=O)[nH]c1=O,19,?,-8,-1.9,100,0,-0.2,-1,-11,-9
CCN(CC)CCCN=Cc1c(O)n(-c2ccccc2F)c(=O)[nH]c1=O,1,3,-1,2.2,104,-9,-0.2,-4,5,0
O=c1[nH]c(O)c(C=NC2CCCCC2)c(=O)[nH]1,2,-6,-1,-1.5,92,5,-0.1,-12,-6,-3
O=C1CCC2(O)C3Cc4ccc(O)c5c4C2(CCN3Cc2ccoc2)C1O5 (configuration not stated),0,/,-2,0.4,103,-9,-0.4,-12,3,-2
Cc1c(OC(=O)N(C)C)ccc2c1O/C(=C\c1ccco1)C2=O,-3,7,6,-2.4,99,1,0.2,7,-4,6
N#CC(C#N)=C(N)c1cccnc1,2,-1,-2,-2.1,102,7,-0.2,-6,6,-2
COC(=O)C1=C(c2cccc(OC)c2OC)C[C@@H]2CC[C@H]1N2C(=O)NCC1CC1,1,-1,2,-1.9,97,0,-0.2,5,7,-5
COc1cc(C[C@@H](C)N)c(OC)cc1I,0,-4,-2,-0.8,104,0,0.5,-11,-2,8
O=C(Nc1nccs1)c1c(O)c2c(n(Cc3ccco3)c1=O)CCCC2,0,-1,-4,-0.5,97,-5,0.0,-4,20,9
C[C@]1(O)CCC2C3CC[C@H]4C[C@@H](OC(=O)CNC(=O)CN)CC[C@]4(C)C3CC[C@@]21C (some centres not stated),0,14,-2,-1.4,95,1,0.5,0,-1,2
COCCOC(=O)c1c(N)n(Cc2ccc(OC)cc2)c2nc3ccccc3nc12,3,-14,3,-2.5,104,6,1.8,-2,2,-3
O=C(Cn1cnc2sc3c(c2c1=O)CCCC3)NCCC(=O)N1CCC2(CC1)OCCO2,-2,-6,1,0.4,95,-6,-0.3,0,-7,6
Cc1cccc(N2C(=O)NC(=O)C3(Cc4cc(C)ccc4N(C)C3)C2=O)c1 (configuration not stated),0,17,-1,-1.4,91,-8,-0.4,-2,6,5
Clc1ccccc1N1CCN(Cc2ccc3c(c2)OCO3)CC1,0,-3,-4,0.5,102,1,0.0,4,0,6
Cc1nn(Cc2ccccc2)c(C)c1C(=O)OCC(=O)Nc1cc(S(C)(=O)=O)ccc1Cl,0,-1,4,4.7,97,2,0.5,3,-1,6
COC(=O)C1=C(c2ccc(S(C)(=O)=O)cc2)C[C@@H]2CC[C@H]1N2C(=O)NCc1ccc(C(F)(F)F)cc1,-2,3,8,-0.2,103,4,-0.5,5,4,15
CCc1nn(CC(=O)N2CCC3(CC2)OCCO3)c(=O)c2cc3ccccc3n12,1,4,-1,0.4,103,-8,0.5,9,6,2
C=CC[C@@H](C)CC(=O)C(CCCN=[N+]=[N-])SOOc1ccccc1 (some centres not stated),-2,-5,1,0.1,94,-1,0.3,0,2,-9
Cc1ccc(-c2nc(CS(=O)CC(=O)N3CCC4(CC3)OCCO4)c(C)o2)cc1 (configuration not stated),2,23,1,3.4,97,-2,-0.2,-3,10,0
COC(=O)C1=C(c2cccc(C#N)c2)C[C@@H]2CC[C@H]1N2C(=O)NCCCOC(C)C,0,-5,20,1.2,93,3,0.3,-3,5,-2
CCN(CC)c1ccc(N=Cc2c(O)n(-c3ccccc3)c(=O)[nH]c2=O)cc1,5,-5,2,-0.9,100,1,-0.1,1,-8,-2
COc1ccc(CN2CCN(c3ccccc3F)CC2)cc1O,-2,7,2,0.2,101,-9,0.0,-2,2,-2
Cc1ccc(C(c2nnnn2Cc2ccccc2)N2CC=C(c3ccc(F)cc3)CC2)cc1 (configuration not stated),-6,-12,4,-0.5,95,4,0.2,-7,1,-1
CC1CC(C)OP(=O)(OCCC#N)O1 (configuration not stated),-1,6,11,-0.3,98,-7,0.0,-4,1,11
COc1cc(OC)c(C=O)c(OC(=O)N(C)C)c1,1,4,2,-0.2,96,6,0.2,-6,26,6
CCOC(=O)C1=C(N)OC2=C(C(=O)CCC2)[C@]12C(=O)N(CC(N)=O)c1ccccc12,1,-2,18,-1.6,93,4,-0.2,2,12,1
CCN(CC)C(=O)c1ccc2c(c1)C1C(Cl)C(Sc3ccccc3[N+](=O)[O-])CC1C(C(=O)O)N2 (configuration not stated),-2,-5,-2,-3.5,108,8,-0.7,-8,-2,23*
O=C1/C(=C\c2cccnc2)N2CCC1CC2,2,-6,-1,-0.6,99,5,0.0,3,3,0
CCOc1ccc(N=Cc2c(O)n(-c3ccc(C)c(C)c3)c(=O)[nH]c2=O)cc1,-1,26,-11,-1.0,93,/,0.1,0,7,-11
CCN1CCC2(CC1)NC(=O)c1ccccc1O2,1,-11,-1,1.9,94,-1,-0.3,-1,14,5
C=CCn1c(O)c(C(CC)=NCCN2CCN(C(=S)NC)CC2)c(=O)[nH]c1=O,3,2,0,-0.8,104,5,0.0,12,4,2
COc1ccc(CCNCc2ccsc2)cc1OC,1,-3,-1,-0.5,102,-4,0.0,10,0,6
C=CCC1(CCCCC)C(=O)NC(=S)NC1=O,2,-12,-8,-2.5,88,5,0.0,-5,6,-6
COP(=O)(OC)C(NC(=O)C(C)(C)C)=C(Cl)Cl,1,-12,-1,0.2,100,-6,0.2,3,7,8
COc1cccc(C(=O)C2CN(C)CC2c2ccc(Cl)cc2)c1 (configuration not stated),-2,8,7,-1.5,99,-2,0.6,0,6,5
CCCCP(=O)(O)CCC(=O)O,1,-5,-3,-0.6,107,-1,0.0,-21,-3,-2
CN(C)C(=O)Oc1ccc2ccccc2c1Cl,-12,-3,-4,-0.9,97,9,-0.1,-3,6,-2
O=C1c2ccccc2-n2nnnc2C2c3ccccc3-n3nncc3CN12 (configuration not stated),2,2,2,/,102,/,-0.2,-2,/,-7
COC(=O)C1=C(c2ccc(S(C)(=O)=O)cc2)C[C@@H]2CC[C@H]1N2C(=O)NC1CC1,3,1,13,0.6,98,11,-0.1,-4,3,0
O=[N+]([O-])c1ccc(N2CCCCCC2)c2ncccc12,0,-3,-2,-2.6,106,6,-0.2,-2,-5,2
COC(=O)C1=C(c2ccc(F)cc2OCc2ccccc2)C[C@@H]2CC[C@H]1N2C(=O)NCc1ccccc1OC,-4,1,1,-0.6,94,-11,0.3,-7,18,-7
O=[N+]([O-])c1ccc(N2CCCC2)c(F)c1Br,-3,-3,-4,1.3,102,-11,0.6,-17,0,-1
CC(C)C12CN3CCN(CC(C3)/C1=N\O)C2,5,-18,2,-0.7,98,-9,-0.1,0,7,-3
c1ccc(CCNCc2ccccc2)cc1,1,-3,-4,0.5,90,14,-0.3,14,4,2
O=c1[nH]c(=O)n(C2CCCCC2)c(O)c1C=Nc1ccc(N2CCOCC2)cc1,1,4,-1,-1.2,96,-8,0.1,-5,-3,1
C[N+]1(CC2COC(c3ccco3)O2)CCCCC1 (configuration not stated),3,-5,-2,0.9,93,14,0.3,-4,-6,-2
CN1CCC(N(C)c2nc(-c3ccc([N+](=O)[O-])cc3)nc3ccccc23)CC1,2,-5,17,0.0,96,11,-0.9,0,4,29*
CCCCCn1c(=O)c(C(=O)NCc2ccccc2)c(O)c2ccccc21,-5,-4,9,-0.2,94,-13,1.1,4,-3,-3
Brc1ccc(C2N3CCCN23)cc1 (configuration not stated),1,1,-4,-2.2,81,-13,-0.1,-4,3,1
O=c1[nH]c(=O)n(-c2cccc3ccccc23)c(O)c1/C=N/N1CCCCCC1,0,-9,-1,-0.2,98,-9,0.0,-10,-3,-4
C=CCOC(=O)COc1cc(C)cc2oc(=O)c3c(c12)CCC3,0,17,0,11*,96,1,-0.1,0,3,-5
Clc1ccc(N2CCN(Cc3ccccc3Cl)CC2)cc1,-2,1,-2,1.1,100,6,0.0,3,14,1
# Remaining list, next part:
SMILES,Glyco luc inh,Vif inh,Granule exo inh,MC4R ag barr,ABCB6 inh 2,TLR9-MyD88 inh,aDG glyco act,NOD2 RIPK2 PPI,MC4R antagonist,ABHD5 PLIN5 PPI
O=C(O)c1cccc2c1NC(c1cccc([N+](=O)[O-])c1)C1CC(Sc3ccccc3[N+](=O)[O-])C(Cl)C21 (configuration not stated),-1,9,-2,-2.4,103,3,-0.1,-10,14,1
CCOC(=O)c1c(C=O)c2ccccc2n1Cc1ccccc1,-2,0,6,-0.3,97,2,0.3,-4,4,7
COc1cc(C(=O)N2Cc3ccccc3-n3nncc3C2)cc(OC)c1OC,1,-2,2,-0.4,102,-4,-0.2,0,5,-4
COc1ccc(/C=C/C2=CCN(C)CC2)cc1,-2,10,0,-0.1,100,5,0.3,8,3,3
CC1=C2CCC3C(CCC4=CC(=O)CCC43C)C2CC1 (configuration not stated),-4,-7,-5,-0.6,98,-11,0.1,-6,-3,-7
